Screening results from PubChem.
N370S GC – inhibitors or activators of N370S glucocerebrosidase for Gaucher disease. P04062. N370S GC spleen homogenate, 4MU-glucoside fluorescence. AID 2101. Potency, µM (top dose mostly 59.4 µM), inactives show at the highest dose activity change, negative = inhibition, usual class: inhibitors. 330,000 tested, 0.092% active;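 also: 0% = full enzyme activity and -100% = no enzyme basal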
FEN1 inh – human FEN1 inhibition. AID 588795. P39748. 390,000 tested, 0.35% active. Potency, µM (highest dose often 114 µM), without a hit: top-dose activity change, negative = inhibition, hits mostly inhibitors. Recombinant FEN1 flap cleavage, fluorescence, 15 min; also: nearly all actives have a fitted effect of over 65% in size
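Read-out was taken twice, immediately and after 15 min, following addition of 50 nM substrate to 10 nM FEN1 that had sat with test compound for 15 min at room temperature. Curves came from a four-parameter Hill model.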
GCN5L2 inh – inhibitors of human GCN5L2 histone acetyltransferase; Q92830; GCN5L2 HAT assay, ThioGlo1 CoA-SH fluorescence; Potency, µM (top dose mostly 58.9 µM), for inactives: top-dose activity change, negative = inhibition, usual class: inhibitors; 390,000 tested, 0.21% active; AID 504327
Target sequence (Q92830 whole entry, looked up): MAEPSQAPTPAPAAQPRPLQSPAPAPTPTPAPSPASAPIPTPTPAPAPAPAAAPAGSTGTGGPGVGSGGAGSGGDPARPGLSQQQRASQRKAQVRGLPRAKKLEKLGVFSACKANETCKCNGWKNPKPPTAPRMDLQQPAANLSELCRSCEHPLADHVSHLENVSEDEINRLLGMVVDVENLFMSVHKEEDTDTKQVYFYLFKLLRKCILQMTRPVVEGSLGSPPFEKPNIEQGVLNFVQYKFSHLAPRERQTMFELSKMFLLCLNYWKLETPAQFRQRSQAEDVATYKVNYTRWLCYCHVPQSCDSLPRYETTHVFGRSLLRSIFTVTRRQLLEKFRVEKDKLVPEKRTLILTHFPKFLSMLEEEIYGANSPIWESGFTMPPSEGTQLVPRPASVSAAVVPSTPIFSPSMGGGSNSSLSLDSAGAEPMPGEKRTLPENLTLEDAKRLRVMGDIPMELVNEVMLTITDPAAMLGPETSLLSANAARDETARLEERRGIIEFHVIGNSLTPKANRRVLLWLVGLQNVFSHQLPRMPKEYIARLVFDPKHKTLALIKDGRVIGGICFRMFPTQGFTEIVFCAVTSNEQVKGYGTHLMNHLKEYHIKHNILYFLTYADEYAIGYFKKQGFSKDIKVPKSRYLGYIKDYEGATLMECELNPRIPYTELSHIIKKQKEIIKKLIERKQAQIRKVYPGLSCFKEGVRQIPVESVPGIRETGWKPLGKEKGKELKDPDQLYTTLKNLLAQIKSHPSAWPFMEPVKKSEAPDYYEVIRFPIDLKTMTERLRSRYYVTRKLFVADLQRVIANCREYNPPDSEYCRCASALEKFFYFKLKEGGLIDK
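Enzyme at 20nM final was mixed with library compounds for 15 min at room temperature. Peptide H3(1-25) at 75uM, acetyl-CoA at 70uM and ThioGlo1 at 50uM were then added. Plates were read immediately and after 20 min (Ex340nm/Em540nm).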
* hit, by the source's call; ? = inconclusive; nt = not tested or not shown; & = joins results of further samples. Calls follow the shape of the dose curve; as a rule, active = well fitted curve in the direction sought with a large enough effect; inconclusive = small, poorly fitted or top-dose-only effect, or another doubt; inactive = no such curve, though single readings can be large; an effect the other way counts as inactive or inconclusive. Unless noted, % is scaled to controls: 0 for no effect and ±100 for the full control effect; potency is read from the fitted curve at half-maximal effect.

SMILES	N370S GC	FEN1 inh	GCN5L2 inh
CC(NC(=O)c1ccccc1F)c1nnc(SCc2nc3ccccc3c(=O)[nH]2)n1C (stereo unspecified)	4%	13%	-2%
Cc1ccc(C)c(CNC(=O)c2ccc3c(c2)nc2n3CCCCC2)c1	nt	2%	-2%
CN(C)C(=O)c1ccc(NC(=O)CC2SC(N3CCCC3)=NC2=O)cc1 (stereo unspecified)	-2%	-1%	3%
COc1ccc(C(=O)NCC(=O)c2ccccc2)cc1	3%	-8%	-6%
CC(=O)c1ccc(NC(=O)Nc2ccccc2)cc1	-28%	-13%	-2%
Cc1cc(=O)[nH]c(N/N=C/c2cc(C)n(CC(F)(F)F)c2C)n1	-2%	4%	-6%
Cc1ccc(C)c(S(=O)(=O)N2CCNCC2)c1	1%	4%	-1%
CCc1ccc(S(=O)(=O)NCc2cn3ccsc3n2)s1	-14%	-11%	-2%
COc1ccc(/C=N/NC(=O)c2cccc([N+](=O)[O-])c2)cc1O	-3%	0%	-1%
COc1ccc(OC)c(CNC(=O)c2nn(C)c3c2CSc2ccccc2-3)c1	nt	6%	-9%
Cc1ccc(S(=O)(=O)N2CCN(C(=O)COC(=O)CCc3ccccc3)CC2)c(C)c1	nt	11%	-1%
COc1ccc(C(=O)NCc2nnc(SCC(=O)N3CCCc4ccccc43)o2)cc1OC	-7%	12%	-6%
COc1ccc(CSc2nnnn2-c2ccc(C(N)=O)cc2)cc1[N+](=O)[O-]	-9%	14%	3%
Cc1ccc(C)c(N2CCN(C3CCCC(C)C3)CC2)c1 (stereo unspecified)	-9%	0%	-4%
CCn1c(SCC(=O)NCC2CCCO2)nnc1-c1ccccc1 (stereo unspecified)	7%	8%	-7%
CN(Cc1ccnc2ccccc12)C(=O)C1CCC(=O)N(Cc2ccccc2F)C1 (stereo unspecified)	-2%	-4%	-3%
CNC(=S)NC1CC2CCCC(C1)N2Cc1ccc(C)cc1 (stereo unspecified)	5%	21%	-2%
CCCN(CCC)CCNC(=O)C1CCN(Cc2nc(-c3ccc(Cl)cc3)oc2C)CC1	-6%	0%	-2%
CCOC(=O)c1ccccc1-c1csc(NS(=O)(=O)c2ccc(Cl)cc2)n1	21%	-5%	-12%
NC(=O)CCC(NC(=O)c1ccc(Cl)cc1)C(=O)O (stereo unspecified)	4%	1%	-5%

Laid out differently: entries from further up.
Fields – N370S GC | FEN1 inh | GCN5L2 inh
> COc1ccc(CSc2nnnn2-c2ccc(C(N)=O)cc2)cc1[N+](=O)[O-]
  -9% | 14% | 3%
> CCn1c(SCC(=O)NCC2CCCO2)nnc1-c1ccccc1 (stereo unspecified)
  7% | 8% | -7%
> CNC(=S)NC1CC2CCCC(C1)N2Cc1ccc(C)cc1 (stereo unspecified)
  5% | 21% | -2%
> CCOC(=O)c1ccccc1-c1csc(NS(=O)(=O)c2ccc(Cl)cc2)n1
  21% | -5% | -12%

New compounds follow
SMILES	N370S GC	FEN1 inh	GCN5L2 inh
CCC(=O)Nc1cccc(C(=O)c2ccccc2)c1	2%	-4%	-1%
O=C(N=Nc1c(O)[nH]c2ccc(Br)cc12)c1cc(-c2cccs2)nc2ccccc12	11%	-3%	-9%
COc1ccc(S(=O)(=O)N2CCN(CC(=O)Nc3ccccc3OC)CC2)cc1	-3%	14%	-22%
O=C1CC(C(F)(F)C(F)(F)C(F)(F)C(F)F)=Nc2ccccc2N1	16%	-11%	-4%
COc1ccc(CNS(=O)(=O)c2cc3c(cc2Cl)N(C(C)=O)CCO3)cc1	nt	-1%	0%
CCN(C(=O)c1ccc(NC(C)=O)cc1)c1ccccc1	10%	-3%	-13%
CCCCNc1c(-c2ccc(-c3cccc(Cl)c3)cc2)nc2ccc(Cl)cn12	nt	-21%	-8%
COc1cc(OC)cc(C(=O)N2CCCc3ccccc32)c1	-1%	-4%	-11%
COc1ccc(OCC(=O)Nc2ccc3nc(C)sc3c2)cc1	4%	-7%	-3%
Cc1ccc(S(=O)(=O)NCc2ccccc2)cc1C(=O)N1CCCC(C(F)(F)F)C1 (stereo unspecified)	-10%	-1%	-4%
CSc1nnnn1-c1ccc(C(=O)O)cc1	3%	-10%	1%
CC12CCC(C(=O)NNc3ccccc3)(C(=O)C1=O)C2(C)C (stereo unspecified)	-4%	-4%	0%
CCc1nc(SCc2ccc(OCC(C)C)cc2)n[nH]1	-1%	2%	-1%
Cc1ccc(Nc2cc(C)nc3ncnn23)c(C)c1	-9%	5%	-18%
Cc1ccccc1NC(=O)c1cc[n+]([O-])cc1	1%	-3%	-4%
Cn1c(=O)c2c(nc(Cc3ccccc3)n2C)n(C)c1=O	-2%	-8%	?
NC(=O)c1nn(-c2ccccc2)nc1NC(=O)Cn1nnc(-c2ccccc2)n1	-18%	-4%	-1%
O=C(O)CSc1ncccc1C(=O)O	14%	-7%	-1%
CCCCNC(=O)c1cc(-c2ccc(F)cc2)on1	6%	-6%	-1%
Cc1nc2ccc(S(=O)(=O)NCC(=O)N3CCc4ccccc4C3)cc2s1	-1%	-3%	-7%
O=C(NNS(=O)(=O)c1ccccc1)C(O)(c1ccccc1)c1ccccc1	?	-5%	2%
CCOc1ccc(-n2c(SCC(=O)Nc3ccc(CC)cc3)nc3n[nH]c(C)c3c2=N)cc1	3%	-2%	-15%
O=C(NCc1ccccc1Cl)c1ccc(NC(=O)N2CCSc3ncccc32)cc1	nt	-7%	-7%
Cc1cc(OCC(=O)Nc2ncn[nH]2)c(C)c(C)c1Br	nt	13%	-2%
Cc1cc(C)cc(C(=O)Nc2cccnc2)c1	8%	3%	-3%
COc1ccc(N(CC(=O)Nc2ccc(Cc3ccncc3)cc2)S(=O)(=O)c2ccccc2)cc1	2%	-8%	-6%
O=C(O)CC(C(=O)Nc1ccc(F)cc1)C1CCCO1 (stereo unspecified)	1%	-8%	3%
CC(C)(C)NC(=O)COC(=O)c1cncc(Br)c1	-16%	0%	29%
CCCSCCCNC(=O)CN1C(=O)COc2ccc(S(=O)(=O)N3CCCC3)cc21	-6%	-7%&0%	-3%&1%
O=C(c1ccc2c(c1)OCCO2)N1CCN(Cc2c(F)cccc2Cl)CC1	nt	-2%	-2%
Cc1cc(Cl)nc(Cl)c1C(=O)NC(=O)NCCC(C)C	7%	9%	-2%
Cc1ccccc1N(CC(=O)NC1CCCC1)C(=O)C1(C)CC(=O)N=C2C=CC=CN21 (stereo unspecified)	16%	36%	0%
CCCNC(=O)N[C@@H](CCSC)C(=O)OC	2%	1%	-2%
Cc1cc(C(=O)Nc2ccc(S(=O)(=O)N3CCCC3)cc2)cs1	-11%	-10%	-6%
S=C(NCc1ccncc1)Nc1ccc(Cl)c(Cl)c1	?	-1%	0%
CC(C(=O)Nc1ccc(N2CCOCC2)cc1)N1C(=O)NC(C)(C)C1=O (stereo unspecified)	nt	9%	2%
CCOc1cc(C2c3c(-c4ccc(Br)cc4)n[nH]c3C(=O)N2c2ccc(Cl)cc2)ccc1O (stereo unspecified)	nt	7%	-5%
CCN(CC)S(=O)(=O)c1cccc(NC(=O)COC(=O)C2CC3C=CC2C3)c1 (stereo unspecified)	5%	-23%	1%
O=C(NCCCN1CCN(c2ccccc2)CC1)c1ccc2nc(Cc3ccccc3)oc2c1	nt	-16%	-8%
Cc1cccn2cc(CNC(=O)c3ccc(Br)o3)nc12	-6%	-10%	-3%
CCCC(=O)Nc1nc(-c2ccc(OC)cc2)cs1	9%	-9%	-7%
O=C(CSc1ccc(Cl)cc1)NCC1CCCO1 (stereo unspecified)	-2%	2%	-2%
CCc1ccc(-c2cc(C)no2)cc1S(=O)(=O)NCCc1ccc(S(N)(=O)=O)cc1	0%	0%	-9%
NC(=O)NC(CC(=O)NNC(=O)c1ccccn1)c1ccccc1Cl (stereo unspecified)	nt	24%	0%
CC1Cc2ccccc2N1C(=O)CN1C(=O)COc2ccccc21 (stereo unspecified)	10%	4%	-22%
CC(C)CCN1C(=O)c2ccc(C(=O)N3CCCCC3)cc2C1=O	2%	2%	1%
CN1CCN(C(=O)c2cc3nc(-c4ccccc4)cc(C(F)(F)F)n3n2)CC1	-6%	-4%	nt
c1ccc(C2=Nn3c(Cn4nnc5ccccc54)nnc3SC2)cc1	3%	10%	-6%
CCn1c(CSCc2ccccc2)n[nH]c1=S	-2%	-3%	-3%
C#CCn1c(=NC(=O)CSC(C)=O)sc2cc(F)ccc21	6%	-1%	-20%
Cc1ccc(SCc2[nH]nc3c2C2(C(=O)Nc4ccc([N+](=O)[O-])cc42)C(C#N)=C(N)O3)cc1 (stereo unspecified)	-10%	-3%	-2%
CN(C)C(CNC(=S)Nc1ccc(F)cc1)c1cccnc1 (stereo unspecified)	-8%	-5%	-1%
CN(C)CCCNc1nc(-c2ccccc2)nc2ccccc12	-15%	-13%	-2%
Cc1cccc(Cn2c(CN3CCC(C(=O)NC(C)C)CC3)cc3ccccc32)c1	nt	-6%	-1%
CCCN1C(=S)SC(C)(C)C1/[N+]([O-])=C/c1ccc(S(=O)(=O)NC)cc1 (stereo unspecified)	10%	0%	-3%
CCN1CCN(C(=O)CN2C(=O)COc3ccc(C)cc32)CC1	2%	1%	-5%
O=C(COc1ccc(Cl)cc1)N(Cc1ccco1)C1CCS(=O)(=O)C1 (stereo unspecified)	3%	1%	0%
CCOC(=O)c1cc(NC(=O)COC)ccc1O	8%	nt	-2%
CCN(CC)S(=O)(=O)c1ccc(C(=O)Nc2cc(C)on2)cc1	-7%	-5%	1%
Cc1nc2cc(N)ccc2n1C1CCCCC1	?	16%	1%

A stretch taken from the entries so far, for reference:
SMILES	N370S GC	FEN1 inh	GCN5L2 inh
CCCC(=O)Nc1nc(-c2ccc(OC)cc2)cs1	9%	-9%	-7%
O=C(CSc1ccc(Cl)cc1)NCC1CCCO1 (stereo unspecified)	-2%	2%	-2%
CCc1ccc(-c2cc(C)no2)cc1S(=O)(=O)NCCc1ccc(S(N)(=O)=O)cc1	0%	0%	-9%
NC(=O)NC(CC(=O)NNC(=O)c1ccccn1)c1ccccc1Cl (stereo unspecified)	nt	24%	0%
CC1Cc2ccccc2N1C(=O)CN1C(=O)COc2ccccc21 (stereo unspecified)	10%	4%	-22%
CC(C)CCN1C(=O)c2ccc(C(=O)N3CCCCC3)cc2C1=O	2%	2%	1%
CN1CCN(C(=O)c2cc3nc(-c4ccccc4)cc(C(F)(F)F)n3n2)CC1	-6%	-4%	nt
c1ccc(C2=Nn3c(Cn4nnc5ccccc54)nnc3SC2)cc1	3%	10%	-6%
CCn1c(CSCc2ccccc2)n[nH]c1=S	-2%	-3%	-3%
C#CCn1c(=NC(=O)CSC(C)=O)sc2cc(F)ccc21	6%	-1%	-20%
Cc1ccc(SCc2[nH]nc3c2C2(C(=O)Nc4ccc([N+](=O)[O-])cc42)C(C#N)=C(N)O3)cc1 (stereo unspecified)	-10%	-3%	-2%
CN(C)C(CNC(=S)Nc1ccc(F)cc1)c1cccnc1 (stereo unspecified)	-8%	-5%	-1%
CN(C)CCCNc1nc(-c2ccccc2)nc2ccccc12	-15%	-13%	-2%
Cc1cccc(Cn2c(CN3CCC(C(=O)NC(C)C)CC3)cc3ccccc32)c1	nt	-6%	-1%
CCCN1C(=S)SC(C)(C)C1/[N+]([O-])=C/c1ccc(S(=O)(=O)NC)cc1 (stereo unspecified)	10%	0%	-3%
CCN1CCN(C(=O)CN2C(=O)COc3ccc(C)cc32)CC1	2%	1%	-5%
O=C(COc1ccc(Cl)cc1)N(Cc1ccco1)C1CCS(=O)(=O)C1 (stereo unspecified)	3%	1%	0%
CCOC(=O)c1cc(NC(=O)COC)ccc1O	8%	nt	-2%

Some of the compounds tested; count on the stated rates, not on these rows.
